HIF act = HIF pathway transcriptional activation | activation, % at 7.5 µM (by protocol) | 0.32% of 300,000 active | U2OS HRE-luciferase reporter, luminescence; normalized: DMSO 0%, desferrioxamine 100%;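 active = mean activation of at least 10% of the iron chelator positive control signal, with at least half of replicates also reaching 10%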
HDAC3 inh = human HDAC3 inhibition; recombinant HDAC3, fluorogenic peptide/trypsin coupled, fluorescence; O15379; 0.15% of 320,000 active; inhibition, % at 8.3 µM; in the data active = inhibition above about 26%, passing the limit was not always enough
Target sequence (O15379 whole entry, looked up): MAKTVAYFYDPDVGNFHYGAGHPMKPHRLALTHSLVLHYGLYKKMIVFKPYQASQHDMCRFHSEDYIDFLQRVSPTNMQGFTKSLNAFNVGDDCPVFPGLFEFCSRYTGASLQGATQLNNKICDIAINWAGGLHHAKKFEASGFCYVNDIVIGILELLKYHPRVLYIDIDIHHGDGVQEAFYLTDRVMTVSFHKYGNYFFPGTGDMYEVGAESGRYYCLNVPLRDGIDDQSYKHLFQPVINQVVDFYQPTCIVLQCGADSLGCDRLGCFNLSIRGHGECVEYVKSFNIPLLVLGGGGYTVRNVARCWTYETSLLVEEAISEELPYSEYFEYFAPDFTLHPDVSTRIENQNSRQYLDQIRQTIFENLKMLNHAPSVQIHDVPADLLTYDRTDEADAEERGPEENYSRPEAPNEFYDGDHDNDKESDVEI
IEC-6 tox = IEC-6 cytotoxicity, counter-screen for KLF5 inhibitors; luminescence viability; inhibition, % at 5 µM; 0.78% of 290,000 active; AID 1825; in the data active = inhibition above about 22%;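 note: 0% = plate median of test compound wells and 100% = cytotoxic reference compound wells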
HSP90 inh = HSP90 refolding inhibition in rabbit reticulocyte lysate. luciferase refolding luminescence, 3 h. inhibition, % at 5.6 µM. 0.91% of 290,000 active;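 active = inhibition above the screen-wide mean plus 3 SD, computed separately per campaign, cut at about 16% in these data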;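 note: 0% = DMSO wells and 100% = 60 µM geldanamycin wells; inhibitors lower the luminescence because luciferase stays unfolded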
HSF1 inh = HSF1 inhibition | activity change, negative = inhibition, % at 7.5 µM (by protocol) | 0.77% of 300,000 active | NIH3T3-HGL HSE-luciferase, MG132-induced, luminescence 8 h; hits give low values;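 active = more than half of replicate wells show activity change below -50%, luminescence cut by over half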;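 note: luciferase reports HSF-1 transcriptional activity via heat shock element; 0% = median of DMSO wells and -100% = zero luminescence signal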
KLF5 inh = kruppel-like factor 5 inhibition; DLD-1 KLF5 promoter-luciferase reporter, luminescence; 0.23% of 290,000 active; inhibition, % at 5 µM; AID 1700;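 active = inhibition above a per-plate limit of that plate's mean compound inhibition plus 3 SD, cut at about 60% in these data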;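 note: 0% = DMSO wells and 100% = LY294002 at 200 µM; higher means less KLF5 promoter-driven luciferase light; inactives centre near -14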
aSyn 5UTR inh = MLPCN primary screen, SNCA 5' untranslated region | alpha-synuclein 5'UTR reporter, inhibitor activity | inhibition, % (tested at 7.5 µM) | 0.82% of 300,000 active; in the data active = inhibition above about 60%;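 note: H4 neuroglioblastoma cells stably carrying SNCA 5'UTR luciferase fusion; 0% = DMSO wells and 100% = positive control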
Platelet DG rel = modulates dense granule release in human platelets | human platelet-rich plasma, SFLLRN dense granule ATP release, luminescence | inhibition, %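 (compounds screened at 7.5 µM in platelet-rich plasma)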 | 0.22% of 300,000 active;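 active = mean replicate score, as percent of positive control, at or above 50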
AI-2 QS modul = Vibrio harveyi AI-2 quorum sensing modulation; activity change, % at 7.5 µM; 0.4% of 300,000 active; Vibrio harveyi JMH597 AI-2 luminescence/OD600 ratio, 9 h; hits give low values; strain lacks LuxN and CqsS sensors; 0 = neutral-control median; in the data active = activity change below about -75%, passing the limit was not always enough;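 note: luminescence divided by OD600 gain over 9 h not by final OD600 alone; inactives centre near 13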
HSF1 activator = increases HSF-1 driven luciferase reporter signal. NIH3T3-HGL HSF-1 luciferase reporter, MG132, 8 h; 100% = twice DMSO control signal. activation, % at 9 µM. 1.7% of 300,000 active;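 active = mean replicate activation of at least 50% with a set share of replicates each reaching 50%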;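 note: 0% = median of the neutral control wells and 100% = twice that signal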
The depositor's hits bear a star; x = no result given.

canonical_smiles,Platelet DG rel,AI-2 QS modul,HSF1 inh,HDAC3 inh,HIF act,aSyn 5UTR inh,HSF1 activator,IEC-6 tox,KLF5 inh,HSP90 inh
COc1ccc(NC(=O)CCNS(=O)(=O)c2cc(Br)cnc2N)c(OC)c1,-27,15,2,9,-0.1,13,2,-7,-21,-6
CCc1ccc(CN2CC(C(=O)O)CC2=O)cc1 (stereo not drawn),-5,27,-6,1,0.2,-14,-9,-5,-50,-1
Cc1cc(C)cc(-c2nnc(SCC(=O)N3CCN(C(=O)c4ccco4)CC3)o2)c1,3,36,2,-3,0.0,17,29,-6,19,4
CCC1Oc2ccccc2N(CC(=O)NCCCN2CCCC2)C1=O (stereo not drawn),-1,15,1,-6,-0.1,3,5,5,-15,-1
CCOC(=O)CNC(=O)Cn1c(C)cc2ccccc2c1=O,3,2,-2,-8,-0.2,6,11,4,10,2
COC(=O)c1c(NC(=O)CCCC(=O)O)sc2c1CCC2,-10,10,-7,-1,-0.6,24,-6,-5,9,8
COc1cccc(CNCc2cccnc2)c1OCc1ccccc1,0,15,-9,-14,0.7,14,8,-2,-36,0
c1ccc2c(C[n+]3csc4ccccc43)cccc2c1,-4,2,-2,0,0.3,-83,17,-1,-2,6
c1ccc2c(C3=NNC(=NC4CC4)SC3)c[nH]c2c1,56*,-1,87,-1,-0.2,40,157*,2,-139,19*
CC(C)C(NS(=O)(=O)c1ccccc1)C(=O)N1CCCC1 (stereo not drawn),5,27,-4,-1,-11,29,18,-2,-28,-1
O=C(COC(=O)c1cccnc1Nc1cccc(C(F)(F)F)c1)NCc1ccc2c(c1)OCO2,0,8,-15,-7,-0.3,7,15,5,-13,2
CN(C(=O)c1nn(C)c2c1CSc1ccccc1-2)c1ccc(F)cc1,3,-2,-3,-4,-0.4,0,7,11,5,4
CCN(CC)CCCNC(=O)CCC(=O)NNc1nc2ccccc2c2nc(C)nn12,6,22,8,-1,-0.2,11,-4,3,-16,-2
O=S1(=O)N=C(N(CCO)/N=C/c2ccncc2)c2ccccc21,-3,17,-8,4,0.1,13,2,-1,-20,-1
CCCCN(C)CCNC(=O)c1nn(-c2ccc(OC)cc2)c(=O)c2c1c1ccccc1n2C,-2,54,1,-2,0.0,-39,9,7,-16,0

canonical_smiles,Platelet DG rel,AI-2 QS modul,HSF1 inh,HDAC3 inh,HIF act,aSyn 5UTR inh,HSF1 activator,IEC-6 tox,KLF5 inh,HSP90 inh
CCN1CCN(S(=O)(=O)c2ccc(OC)c(NC(=O)c3ccccc3F)c2)CC1,-1,20,-4,-3,1.2,21,-5,x,x,x
Cc1ccc(OCc2n[nH]c(=S)n2C2CCCCC2)cc1,-2,17,0,3,x,40,5,1,-37,4
NC(=O)c1ccc(Oc2ccc3c(c2)CCC3)c([N+](=O)[O-])c1,0,64,-2,2,-0.2,11,1,2,-19,-1
O=C1CSc2ccc(S(=O)(=O)N3CCN(c4ccccc4F)CC3)cc2N1,-6,27,-1,0,-0.1,-9,1,1,-14,-3
O=C(O)c1cc(S(=O)(=O)N2CCN(C(=O)c3ccco3)CC2)c(Cl)cc1Cl,5,3,-1,-2,-0.1,-1,0,-8,-17,0
COc1ccc(C(CNC(=O)c2oc3ccc(C)cc3c2C)N2CCCCC2)cc1 (stereo not drawn),-6,14,0,x,-0.6,-12,-4,-4,-4,0
CCCCNC(=S)N1CCN(c2nc3ccccc3s2)CC1,0,18,3,-5,0.6,-1,-4,5,-20,0
Cc1nnc(NC(=O)CSc2nnc(Cc3cccn3C)n2-c2cccc(C)c2C)s1,-1,50,26,6,-0.3,2,49,8,5,-1
Cc1ccc(F)cc1NC(=O)c1ccc(NS(=O)(=O)c2ccc(Br)s2)cc1,-11,47,13,-10,0.5,-9,44,-9,14,1
CCCC(=O)N/N=C1\CS(=O)(=O)N(C)c2ccsc21,-1,31,1,2,0.1,4,6,10,-3,-1
C=CC[C@]12C=C(OC)C(=O)C=C1O[C@@H](c1ccc3c(c1)OCO3)[C@H]2C,-1,10,-3,6,0.3,6,-1,x,x,x
O=C(Nc1cccc([N+](=O)[O-])c1)N1CCc2ccccc2C1,-2,11,15,-1,3.4,-100,32,-3,-119,-4
Cc1ccc(C)c(NC(=O)CSc2ncnc3nc[nH]c23)c1,0,12,-2,1,-0.2,23,10,1,-23,-2
CSCC(O)Cn1[nH]c(=O)c2cc(Cl)c(Cl)cc2c1=O (stereo not drawn),12,21,-1,2,0.1,9,-3,-3,0,0
CCN1C(=O)/C(=C/c2nc3ccccc3c(=O)n2-c2ccc(C)cc2)c2ccccc21,-11,12,16,0,-0.1,-139,27,-2,-20,-2

canonical_smiles,Platelet DG rel,AI-2 QS modul,HSF1 inh,HDAC3 inh,HIF act,aSyn 5UTR inh,HSF1 activator,IEC-6 tox,KLF5 inh,HSP90 inh
O=C(O)c1ccc(CSc2nnnn2C2CCCCC2)cc1,-4,-4,-7,0,-0.5,-17,-6,1,-5,-1
N#CCC(=O)Nc1ccc(C(=O)NCc2ccccn2)cc1,-1,27,-2,5,0.3,-4,-2,-2,5,-3
O=C(CN1CCC(O)(c2ccc3c(c2)OCO3)CC1)OC1CCCCC1,-7,16,-7,2,0.0,-5,-2,2,-7,-2
O=C(N/N=C/C(Br)=C/c1ccccc1)C1CC1,3,19,47,3,4.8,-195,47,11,-71,4
COc1ccc(CCNC(=S)NCc2ccc(Cl)c(Cl)c2)cc1OC,4,14,-1,-7,0.1,5,5,3,-23,1
CCOc1cccc(NC(=O)C2CCCN(S(=O)(=O)c3ccc(-n4cnnn4)cc3)C2)c1 (stereo not drawn),2,-2,5,-3,0.3,7,-5,-4,-18,3
CCC(=O)Nc1nnc(SCC(=O)NCc2ccc3c(c2)OCO3)s1,10,19,-5,0,-1.1,6,-7,-2,-26,-4
COc1ccnc(Oc2ccc(F)cc2)c1C(=O)N/C=N/OCc1c(Cl)cccc1Cl,-12,13,3,9,0.2,28,3,0,21,0
COc1ccc(C(=O)Nc2ccc(Cn3ccnc3)cc2)cc1OC,-2,15,-4,-6,2.5,-54,6,7,-16,1
CCC1(c2ccc(F)cc2)NC(=O)N(CC(=O)c2cc(C)n(C3CC3)c2C)C1=O (stereo not drawn),-4,19,8,3,-0.4,3,13,x,x,x
COc1ccccc1NC(=O)CCC(=O)Nc1nnc(C2CCCCC2)s1,23,12,1,-1,-0.1,-11,30,10,-19,-4
CN1C(N)=NC(=O)/C1=C\c1ccc(Br)cc1,4,6,4,4,-0.1,-19,1,-1,-38,5
O=C(CCN1C(=O)C2CC=CCC2C1=O)Nc1nccs1 (stereo not drawn),-22,7,-6,-1,-0.1,5,-5,-10,-34,0
CCOC(=O)C1=C(C)N(CC(C)C)C(=O)C1,2,47,-2,2,-0.3,14,-11,-8,1,-3
CC(C)C(=O)Nc1ccc(C(=O)NNC(=O)c2ccco2)cc1,-4,13,-7,1,-0.1,-5,1,1,-3,0

Rewritten with two lines to a compound: part of the list above
Screens in order – Platelet DG rel, AI-2 QS modul, HSF1 inh, HDAC3 inh, HIF act, aSyn 5UTR inh, HSF1 activator, IEC-6 tox, KLF5 inh, HSP90 inh
- O=C(N/N=C/C(Br)=C/c1ccccc1)C1CC1
 : 3, 19, 47, 3, 4.8, -195, 47, 11, -71, 4
- COc1ccc(CCNC(=S)NCc2ccc(Cl)c(Cl)c2)cc1OC
 : 4, 14, -1, -7, 0.1, 5, 5, 3, -23, 1
- CCOc1cccc(NC(=O)C2CCCN(S(=O)(=O)c3ccc(-n4cnnn4)cc3)C2)c1 (stereo not drawn)
 : 2, -2, 5, -3, 0.3, 7, -5, -4, -18, 3
- CCC(=O)Nc1nnc(SCC(=O)NCc2ccc3c(c2)OCO3)s1
 : 10, 19, -5, 0, -1.1, 6, -7, -2, -26, -4

(further entries)
canonical_smiles,Platelet DG rel,AI-2 QS modul,HSF1 inh,HDAC3 inh,HIF act,aSyn 5UTR inh,HSF1 activator,IEC-6 tox,KLF5 inh,HSP90 inh
CN(C)c1nc(NCc2ccccc2)nc(N/N=C/c2ccccc2F)n1,1,18,1,-3,-0.7,-12,13,5,-46,-3
O=C(NC1CCCCC1)C(c1ccncc1)N(C(=O)c1csnn1)c1ccccc1 (stereo not drawn),3,-14,1,-4,-0.1,-1,12,-2,-2,-1
O=C(c1ccccc1)N1N=C(c2ccccc2)CC1c1ccccc1O (stereo not drawn),-1,30,-21,-12,0.2,-12,-33,-8,0,1
COCCN(C(=S)Nc1cccc(C)c1)C(C)c1cccnc1 (stereo not drawn),0,-4,-2,-12,0.3,7,-5,-4,16,-6
O=c1[nH]c2ccc(Cl)cc2c(O)c1Cc1ccccc1,9,40,-5,-8,0.0,-17,-1,4,10,6
CCOC(=O)Cc1csc(NC(=O)Nc2cccc(Cl)c2)n1,9,-5,8,11,0.6,-31,19,0,-37,0
NC(=O)CC(NC(=O)Cc1ccc(Br)cc1)c1ccc(NCc2ccc(F)cc2)c([N+](=O)[O-])c1 (stereo not drawn),0,23,7,3,0.2,9,15,x,x,x
Cc1c(Cc2ccc3c(c2)OCO3)sc(NC(=O)C2CC2)c1C(N)=O,9,18,1,x,0.0,24,-3,2,-13,-5
Cc1nc2ccccc2c(=O)n1NCc1cc(Br)cs1,11,10,8,0,x,-81,37,-7,-6,0
CCOC(=O)[C@H]1[C@H]2COc3cc(OC)ccc3[C@@H]2N2C(=O)N(c3cccc(Cl)c3)C(=O)[C@@]12C,-2,19,-2,8,-2.9,8,-12,-3,-29,1
CN(C)/N=C/c1ccc(N2CCOCC2)cc1,12,19,1,3,2.2,-96,9,4,-2,5
CC(=O)N1CCc2cc(S(=O)(=O)NCCC(=O)NCCc3ccccc3)ccc21,-3,10,28,-4,1.7,2,18,0,-18,2
O=C(N/N=C/c1cccs1)C1COc2ccccc2O1 (stereo not drawn),9,2,0,5,1.1,-21,20,-1,2,-2
COc1ccc2c(CC(=O)Nc3nccs3)coc2c1,-25,10,19,1,3.0,-101,72*,-1,-53,-5
COc1cccc(NC(=O)CSc2nc3ccccc3c(=O)n2C)c1,1,19,2,-6,-1.5,3,5,5,-40,2

canonical_smiles,Platelet DG rel,AI-2 QS modul,HSF1 inh,HDAC3 inh,HIF act,aSyn 5UTR inh,HSF1 activator,IEC-6 tox,KLF5 inh,HSP90 inh
COc1cc(Br)cc(/C=N/N(CCO)C2=NS(=O)(=O)c3ccccc32)c1OC,-4,19,3,0,-0.8,49,10,8,-36,-2
O=C1CC(=C2c3ccccc3-c3ccccc32)C(=O)N1CCCCN1CCN(c2ccccc2)CC1,-1,3,16,3,0.0,-47,42,3,-17,14
Cc1ccccc1C(=O)N1CCC(C(=O)Nc2ccccc2N2CCCC2)CC1,-1,21,0,0,-0.3,-21,-1,x,x,x
CCCn1nc(NC(=O)c2ccco2)c2cc3ccc(C)cc3nc21,2,11,-4,-8,-0.1,10,4,x,x,x
COc1ccc(CC(=O)Nc2nc(C(C)(C)C)cs2)cc1,14,22,13,5,-1.4,34,13,1,3,2
Cc1cc(C)cc(-c2nnc(SCc3ccc(C(=O)O)cc3)o2)c1,-3,48,1,6,-0.1,19,18,-1,-7,6
COc1cc(OC)cc(C(=O)NCCCCNC(=O)c2cc(OC)cc(OC)c2)c1,7,6,5,-10,0.4,11,10,x,x,x

As a working copy, some entries already given.
canonical_smiles,Platelet DG rel,AI-2 QS modul,HSF1 inh,HDAC3 inh,HIF act,aSyn 5UTR inh,HSF1 activator,IEC-6 tox,KLF5 inh,HSP90 inh
CCCn1nc(NC(=O)c2ccco2)c2cc3ccc(C)cc3nc21,2,11,-4,-8,-0.1,10,4,x,x,x
COc1ccc(CC(=O)Nc2nc(C(C)(C)C)cs2)cc1,14,22,13,5,-1.4,34,13,1,3,2
Cc1cc(C)cc(-c2nnc(SCc3ccc(C(=O)O)cc3)o2)c1,-3,48,1,6,-0.1,19,18,-1,-7,6

High-throughput results deposited in PubChem by several laboratories.

Random draw from the library; any-hit rate near 5%.
